High-throughput results (PubChem BioAssay)
QS inhibitor: inhibitors of bacterial quorum sensing in S. aureus | S. aureus RN6390 RNAIII-GFP reporter, AIP-induced, flow cytometry 3 h | inhibition, % at 2 µM | 24,000 tested, 0.3% active | AID 527;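 active = share of bacteria positive for the green fluorescent reporter and its mean brightness both inhibited by 50% or more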;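 note: 0% = AIP-stimulated control and 100% = unstimulated bacteria without AIP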
QS inhibitor GFP MFI %: recorded beside QS inhibitor, whose call it bears; inhibition, %; measured here: inhibition of GFP MFI
* marks the source's active call; other numbers are inactive results. The list is partial; count on the stated rates, not on these rows.

QS inhibitor GFP MFI %,QS inhibitor,molecule
-8,-6,CC(=O)c1cccc(NC(=O)Nc2cc3sccc3n2C)c1
-3,-1,Cc1nnc(SCCn2c(N3CCC(Cc4ccccc4)CC3)nc3c2c(=O)[nH]c(=O)n3C)s1
8,1,CSCCC(NC(=O)C1CCC(C)CC1)C(=O)NCc1ccco1 (stereo unspecified)
-37,-2,CCOC(=O)CSc1nnc(CNC(=O)c2ccc(OC)c(OC)c2)n1C
4,-1,CCOC(=O)c1ccc(Oc2cc(C)nc(SC)n2)cc1
30,2,CCn1cc(C(=O)NCc2ccccc2OC)c(=O)c2cc(S(=O)(=O)N(C)C)ccc21
2,-2,O=C(Cn1cnc2ccccc2c1=O)NCC(=O)N1CCN(Cc2ccc3c(c2)OCO3)CC1
-14,-6,O=S(=O)(NCc1ccccn1)c1cccc2nsnc12
13,0,COc1cc(NC(=O)C(C)Oc2ccccc2)c(C(=O)O)cc1OC (stereo unspecified)
-13,-4,CS(=O)(=O)NCC(c1cccnc1)N1CCN(c2ccc(F)cc2)CC1 (stereo unspecified)
-18,-7,COc1ccc(NC(=O)CN(c2cc(C)cc(C)c2)S(=O)(=O)c2c(C)n[nH]c2C)cc1
-19,-1,CCCCNC(=O)CC1N=C2c3ccccc3N=C(SCC(=O)Nc3cccc(C)c3)N2C1=O (stereo unspecified)
-15,-2,Cc1onc(-c2ccccc2)c1C(=O)Nc1ccccc1C#N
-5,0,Cc1nc(N2CCN(C)CC2)c2sc(=S)n(-c3ccccc3)c2n1
27,2,CCN1CCN(Cc2ccc(NC(=O)Nc3cccs3)cc2)CC1

Single entries from the list.
In QS inhibitor, COc1ccc(NC(=O)CN(c2cc(C)cc(C)c2)S(=O)(=O)c2c(C)n[nH]c2C)cc1 reads -7
In QS inhibitor, Cc1nc(N2CCN(C)CC2)c2sc(=S)n(-c3ccccc3)c2n1 reads 0

Returning to the listing, repeating the 2 entries before the break.
QS inhibitor GFP MFI %,QS inhibitor,molecule
-5,0,Cc1nc(N2CCN(C)CC2)c2sc(=S)n(-c3ccccc3)c2n1
27,2,CCN1CCN(Cc2ccc(NC(=O)Nc3cccs3)cc2)CC1
6,1,Fc1ccccc1C(c1nnnn1Cc1ccc2c(c1)OCO2)N1CCN(Cc2ccccc2)CC1 (stereo unspecified)
-11,-5,CCOC(=O)N1CCN(S(=O)(=O)c2cc(OCC)ccc2OCC)CC1
3,0,CCCCCOc1ccc(C2NC(=O)NC2=O)cc1 (stereo unspecified)
1,-1,C=CCOc1ccc(C2C(C(=O)c3ccco3)=C(O)C(=O)N2Cc2cccnc2)cc1 (stereo unspecified)
-15,0,Cc1ccc(-n2nnc3c(SCC(=O)NCc4ccco4)ncnc32)cc1
17,1,O=C(NC1CCCC1)c1cnc2n(c1=O)CCS2
15,2,Cc1ccc(C)c(N2CCN(C(=O)c3ccc(CS(=O)(=O)c4ccccc4C)o3)CC2)c1
-14,-1,CCOC(=O)N1CCC(N2C(=O)c3ccc(C(=O)NCc4ccco4)cc3C2=O)CC1
9,0,COc1ccc(CN2CC(C(=O)NCCCOC(C)C)CC2=O)cc1 (stereo unspecified)
-8,-1,CCCN(CCC)CCNc1c(N2CCN(C(=O)OCC)CC2)c(=O)c1=O
48,19,CCOc1ccc(NC(=O)C2CC(=O)N(CC)C(=Nc3ccc4c(c3)OCO4)S2)cc1 (stereo unspecified)
-12,-1,N#CCCS(=O)(=O)c1nnnn1-c1ccccc1
-2,-1,O=C(Nc1cccc2c1CCCC2)C1CCCN(S(=O)(=O)c2cccc3nonc23)C1 (stereo unspecified)
1,0,Cc1ccc(NC(=O)CCc2c(C)nc3ncnn3c2C)nc1
-6,-2,C=CCN=c1sc(C(=O)OC)cc(=O)n1CC=C

Compounds above that contain a halogen, in the order listed:
QS inhibitor GFP MFI %,QS inhibitor,molecule
-13,-4,CS(=O)(=O)NCC(c1cccnc1)N1CCN(c2ccc(F)cc2)CC1 (stereo unspecified)
6,1,Fc1ccccc1C(c1nnnn1Cc1ccc2c(c1)OCO2)N1CCN(Cc2ccccc2)CC1 (stereo unspecified)

Remaining list, next part.
QS inhibitor GFP MFI %,QS inhibitor,molecule
-15,-9,Cc1[nH]c(=O)[nH]c(=O)c1S(=O)(=O)N1CCC(C(=O)N2CCN(Cc3ccccc3)CC2)CC1
-11,-2,O=C(Cn1c(=O)oc2cc(S(=O)(=O)N3CCOCC3)ccc21)N1CCc2ccccc2C1
-59,-9,CCC1CCCCN1CCNC(=O)C1CCN(S(=O)(=O)c2c(C)noc2C)CC1 (stereo unspecified)
13,0,CCOC(=O)N1CCN(c2c(NCCc3ccc(OC)c(OC)c3)c(=O)c2=O)CC1
-11,-2,CCOC(=O)N1CCN(S(=O)(=O)c2cc(C)c(C)cc2C)CC1
6,0,O=C(O)CC(NC(=O)c1ccccc1NC(=O)c1ccccc1)C(=O)O (stereo unspecified)
-5,-1,O=C(Nc1ccon1)c1cccc(S(=O)(=O)N2CCCC2)c1
-7,-3,Cc1ccc(-c2c3c(=O)n(C)c(=O)n(C)c3cn2CCCN2CCOCC2)cc1
7,1,CCCCc1c(O)nc(SCC(=O)c2ccccc2)[nH]c1=O
10,2,Cc1ccccc1OCc1nc2ccccc2c(=O)n1/N=C/c1ccco1
1,-2,O=C(CCN1C(=O)COc2ccccc21)N1CCN(c2ccccn2)CC1
-42,-4,Cc1ccccc1OCc1nnc2n1CC(C)S2 (stereo unspecified)
-42,-1,COc1ccc(/C=N/O)cc1COc1ccc(NC(C)=O)cc1
-4,-3,COc1cc(S(=O)(=O)N2CCN(Cc3ccc4c(c3)OCO4)CC2)c(C)cc1C
-12,-2,Cc1nn(Cc2ccc(Cl)c(Cl)c2)c(C)c1NC(=O)c1cc(-c2ccc3c(c2)OCO3)on1

Next part; the last four above are carried over.
QS inhibitor GFP MFI %,QS inhibitor,molecule
-42,-4,Cc1ccccc1OCc1nnc2n1CC(C)S2 (stereo unspecified)
-42,-1,COc1ccc(/C=N/O)cc1COc1ccc(NC(C)=O)cc1
-4,-3,COc1cc(S(=O)(=O)N2CCN(Cc3ccc4c(c3)OCO4)CC2)c(C)cc1C
-12,-2,Cc1nn(Cc2ccc(Cl)c(Cl)c2)c(C)c1NC(=O)c1cc(-c2ccc3c(c2)OCO3)on1
20,4,CCOC(=O)N1CCN(c2cc(=O)n(Cc3ccc(F)cc3)c(=O)[nH]2)CC1
1,-3,CC(O)C(=O)NCCOCCOCCNC(=O)C(C)O (stereo unspecified)
3,0,Cc1c(C)n(C(=O)CN2CCN(c3ccccn3)CC2)c2ccccc12
1,0,O=C(NC1CCCCC1)C(c1ccccc1)N(Cc1ccco1)C(=O)Cn1cnc2ccccc21 (stereo unspecified)
-59,-4,CCOC(=O)C1CCCN(C(=O)c2sc3nc(-c4ccc(OC)cc4)cn3c2C)C1 (stereo unspecified)
8,5,CCCCc1nc2ccccc2n2cc3c(=O)n(C)c(=O)n(C)c3c12
-2,-1,CCOC(=O)N1CCN(CCC(=O)Nc2ccc(OC(F)(F)F)cc2)CC1
-5,-2,O=C(CCCCCN1C(=O)c2ccccc2C1=O)Nc1ccc(S(=O)(=O)N2CCCCC2)cc1
17,3,CCCCN(C)C(=O)c1ccc(CS(=O)(=O)c2ccccc2C)o1
-4,-1,CCN(CC)S(=O)(=O)c1ccc2[nH]cc(C(=O)NCCN3CCCCCC3)c(=O)c2c1
-1,0,O=C(CN(Cc1ccco1)C(=O)c1cc(=O)[nH]c2ccccc12)Nc1ccccc1Br
10,1,Cc1cc(NC(=O)c2ccc3nc(-c4ccccc4)c(-c4ccccc4)nc3c2)no1
-7,-3,O=C(CCCn1c(=S)[nH]c2ccccc2c1=O)N1CCCCC1
-8,-4,CCOC(=O)C(C)Sc1ncnc2c1nnn2-c1ccc(F)cc1 (stereo unspecified)
-2,0,CC1CCCCN1CCNC(=O)C1CCN(S(=O)(=O)c2cccc3cccnc23)CC1 (stereo unspecified)
-19,-6,Cn1c(=O)oc2cc(S(=O)(=O)N3CCc4ccccc4C3)ccc21
6,2,CN(C)C(=O)N1CCC(C(=O)NC2CCCCCCC2)CC1
3,0,COc1ccc(OC)c(C2=NOC(C(=O)Nc3c(C)n(C)n(-c4ccccc4)c3=O)C2)c1 (stereo unspecified)
25,19,Cc1ccc(Nc2cc(=O)n(C3CCCCC3)c(=O)[nH]2)cc1C
-14,-7,COc1ccc(NC(=O)CN2CCN(CC(=O)Nc3ccccc3Cl)CC2)cc1
5,1,O=C1c2cccnc2C(O)N1Cc1cccs1 (stereo unspecified)
-3,0,COc1ccc(-c2nn3c(-c4cccc(C)c4)nnc3s2)cc1OC
66,38,COc1cccc(NC(=O)Cn2nnc(C(=O)Nc3ccccc3)c2N)c1
-19,0,CCOC1(OCC)N=C(N)C2(C#N)C(c3ccc(NC(C)=O)cc3)C12C#N (stereo unspecified)
-3,0,O=C1c2ccccc2C(=O)N1CCCCN1CCN(CCCCN2C(=O)c3ccccc3C2=O)CC1
-7,0,Cc1nnc2sc(-c3cccc(NC(=O)c4cccnc4)c3)nn12
48,32,Cc1cccc2cc(CN(CCCO)C(=O)Nc3ccc(Cl)cc3)c(=O)[nH]c12
0,0,COc1cc(C(=O)Nc2cccc(-c3nncn3C)c2)cc(OC)c1OC
60,36,CCCc1ccc(Oc2cn[nH]c2-c2ccc(O)c(C)c2O)cc1
6,3,CCn1cc(C(=O)NCC2CCCO2)c(=O)c2cc(S(=O)(=O)N3CCCCCC3)ccc21 (stereo unspecified)
-1,-2,COc1cccc(NC(=O)NC2(C(F)(F)F)Oc3ccccc3O2)c1
0,0,O=C(CN1CCN(Cc2ccccc2)CC1)NCC1COc2ccccc2O1 (stereo unspecified)
-6,-2,O=C(CCn1cccc1)N1CCc2ccccc21
16,1,O=C1C2CC=C(Cl)CC2C(=O)N1CC1Cc2ccccc2CO1 (stereo unspecified)
-3,-5,Cc1cc(NC(=O)c2noc3c2CCc2ccccc2-3)n(-c2ccccc2)n1
23,8,CCC(=O)Nc1c(OC(=O)CC)ccc2c(C)cc(=O)oc12
-12,-6,CCc1ccccc1Nc1ccc(C(=O)O)cc1N
-1,-1,Cc1cccc(-c2nc(CS(=O)CC(=O)N3CCN(C)CC3)c(C)o2)c1 (stereo unspecified)
-11,-7,COC(=O)C(C)Sc1nnc(Cc2cc(=O)[nH]c(=O)[nH]2)n1-c1cc(C)ccc1C (stereo unspecified)
-6,-3,COc1ccc(N2C(N)=NC(N)=NC23CCCC3)cc1
-2,-2,COC1=CC(=O)CC(C)C12Oc1c(Cl)c(OC)cc(OC)c1C2=O (stereo unspecified)
-16,-1,Cc1ccc(-n2cc(-c3ccccc3)[nH]c2=O)cc1F
-8,0,Cn1c(=O)c2[nH]c(NCC3CCCO3)nc2n(-c2ccccc2)c1=O (stereo unspecified)
-25,-3,COc1ccc(S(=O)(=O)N2CCCC2C(=O)Nc2ccc(O)cc2)cc1 (stereo unspecified)
-4,0,Cc1noc(/C=C/N(C)C)c1S(=O)(=O)N1CCc2ccccc21
-10,-2,COc1cccc(-c2nc(CS(=O)(=O)CC(=O)N3CCN(c4ccccn4)CC3)c(C)o2)c1
11,0,CCOC(=O)c1c(C)oc2ccc(O)c(CN(C)C)c12
-10,-1,Cc1ccccc1C(=O)N1CCC(C(=O)Nc2ccc(S(=O)(=O)N3CCCC3)cc2)CC1
4,1,Cn1c(=O)oc2cc(S(=O)(=O)NCCC(=O)Nc3ccc4c(c3)OCCO4)ccc21
11,2,COc1ccc(C)cc1NC(=O)CSc1nnnn1Cc1ccccc1
-12,-2,COc1ccc(OCCC(=O)NCc2ccccc2)cc1
1,1,O=C(Cn1ncc2c(=O)oc3ccccc3c21)NCCC1=CCCCC1
-3,-2,N#CC1=C2SCC(O)(c3ccccc3)N2C(=O)CC1c1cccs1 (stereo unspecified)
7,-1,CCCCN(CC)Cc1ccc(CNC(=O)Nc2ccc(OC)cc2OC)o1
-24,-8,CCn1c(=O)cc(OCC(=O)N2CCN(c3cccc(C(F)(F)F)c3)CC2)c2ccccc21
-4,-2,CCCc1ccc(S(=O)(=O)NCCc2ccncc2)cc1
-14,-3,CS(=O)(=O)c1nc(-c2ccco2)cc(C(F)(F)F)n1
-6,-2,COc1ccc(NC(=O)C2CCCN2C(=O)OCc2ccccc2)c(OC)c1 (stereo unspecified)
1,1,CC1CCN(CC(O)COc2cccc(F)c2)CC1 (stereo unspecified)
-16,-4,CN(Cc1ccccc1)C(=O)CCNC(=O)Cn1cnc2ccccc2c1=O

New compounds follow.
QS inhibitor GFP MFI %,QS inhibitor,molecule
-11,-1,COc1cc(/C=C/C(=O)CC(=O)/C=C/c2ccc(O)c(OC)c2)ccc1O
-5,0,COCCCNC(=O)c1ccc2nc3ccccc3c(=O)n2c1
19,8,O=C(c1ccc(CS(=O)(=O)c2ccccc2)o1)N1CCN(c2ncccn2)CC1
20,15,Cc1noc(/C=C/N(C)C)c1S(=O)(=O)N1CCC(C(=O)O)CC1
7,-1,O=C(O)CC1NC(=O)N(c2ccccc2)C1=O (stereo unspecified)
-14,0,Cc1cc(C)n(C2=NS(=O)(=O)c3ccccc32)n1
16,3,Cc1ccc(CNC(=O)CCc2c(C)nc3ncnn3c2C)cc1
-14,-5,O=C(CN1C(=O)CSc2ncccc21)N1CCOCC1
-16,0,COCCn1c(=NC(=O)CSCC(=O)NC2CCCCC2)sc2cc(OC)ccc21
22,21,C=CCN(c1ccccc1)S(=O)(=O)c1ccc2c(c1)oc(=O)n2C
19,6,CC(C)(C)c1ccc(C(=O)CCCSC2=C(C#N)C(c3ccco3)C3=C(CCCC3=O)N2)cc1 (stereo unspecified)
12,1,O=C(Cc1cccs1)Nc1ccccc1C(=O)O
37,10,COc1cc2c(cc1OC)C(C(=O)N1CCCCC1)C(c1ccccc1F)N(C)C2=O (stereo unspecified)
10,-2,CCC(C)NC(=O)c1ccccc1NC(=O)C(C)N(c1ccccc1)S(C)(=O)=O (stereo unspecified)
17,8,Cc1ccc(Cn2nc(C)c(NC(=O)c3noc4c3CCCCC4)c2C)cc1
-22,-2,NC(N)=NS(=O)(=O)c1ccc(N)cc1
2,1,CCCCCNC(=O)CCn1c(=O)oc2ccccc21
